Screens (PubChem)
Vif-APOBEC3F blk: Vif-A3F binding inhibition | HeLa A3F-eYFP + Vif (tagged APOBEC3F with the HIV-1 protein that degrades it), YFP fluorescence increase | Potency, µM (series often up to 46.1 µM), inactives show at the top dose activity, negative = active | actives 0.2% (n = 390,000) | AID 602313; note: potency is the fitted concentration of half-maximal effect; % of control where 0% means no effect; nearly all actives have a fitted effect of over 65% in size
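Fluorescence increase (Ex 488/Em 500-530) after overnight compound treatment at 37 deg C flags inhibition of Vif-driven A3F-eYFP loss in stable HeLa A3F-eYFP/Vif cells seeded overnight beforehand.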
USP1 inh: USP1/UAF1 (human) deubiquitinase inhibition. O94782. recombinant USP1/UAF1, Ub-Rhodamine cleavage fluorescence. Potency, µM (top dose mostly 57.1 µM), without a hit: top-dose activity change, negative = inhibition, most hits filed as inhibitors. actives 0.23% (n = 390,000); note: potency is the fitted concentration of half-maximal effect; % is set by controls: 0 for no effect and ±100 for the full control effect; nearly all actives have a fitted effect of over 60% in size; inactives centre near -12
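USP1/UAF1 complex (1 nM) preincubated 15 min at room temperature with compound, then Ub-Rho substrate (150 nM final) added. Kinetic fluorescence at 480/540 nm over 6 reads at 60 s intervals; 50 mM HEPES pH 7.8, 0.5 mM EDTA, 0.1 mg/ml BSA, 1 mM TCEP, 0.01% Tween-20.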
TrxR1 substrate: rat thioredoxin reductase 1 substrate activity; O89049; purified TrxR1 substrate turnover, NADPH consumption readout; Potency, µM (highest dose often 114 µM), for the others: at the top dose activity change, negative = substrate turnover; actives 0.01% (n = 390,000); AID 588456; note: potency is the fitted concentration of half-maximal effect; % is set by controls: 0 for no effect and ±100 for the full control effect; nearly all actives have a fitted effect of over 50% in size
Target sequence (O89049 whole entry, looked up): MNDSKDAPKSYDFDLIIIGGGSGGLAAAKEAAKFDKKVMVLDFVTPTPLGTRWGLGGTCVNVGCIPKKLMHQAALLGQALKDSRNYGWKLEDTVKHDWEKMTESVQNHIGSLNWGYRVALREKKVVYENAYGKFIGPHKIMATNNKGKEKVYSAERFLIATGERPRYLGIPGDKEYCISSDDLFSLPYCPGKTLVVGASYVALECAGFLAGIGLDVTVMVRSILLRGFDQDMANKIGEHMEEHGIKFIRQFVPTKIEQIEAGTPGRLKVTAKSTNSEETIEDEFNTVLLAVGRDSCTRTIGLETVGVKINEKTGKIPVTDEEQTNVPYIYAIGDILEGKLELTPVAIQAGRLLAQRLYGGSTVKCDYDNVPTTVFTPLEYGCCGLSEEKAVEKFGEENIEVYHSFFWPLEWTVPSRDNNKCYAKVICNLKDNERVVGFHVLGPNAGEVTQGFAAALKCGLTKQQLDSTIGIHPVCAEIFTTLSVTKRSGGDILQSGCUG
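Rat TrxR1, dispensed at 90 nM, was prereduced with 400 uM NADPH (final) for 5 min at ~22 deg C, then incubated with compound 15 min before 400 uM selenite. A first-read NADPH fluorescence drop versus no-compound background flagged substrates.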
mIDH1 inhibitor: human IDH1 R132H inhibition | O75874 | IDH1-R132H enzyme, NADPH consumption, diaphorase/resazurin fluorescence | Potency, µM (highest dose often 76.6 µM), without a hit: at the highest dose activity change, negative = inhibition, usual class: inhibitors | actives 0.093% (n = 390,000) | AID 602179; note: potency is the fitted concentration of half-maximal effect; % is set by controls: 0 for no effect and ±100 for the full control effect; nearly all actives have a fitted effect of over 65% in size
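IDH1-R132H (0.5 ug/mL dispensed) in pH 7.5 Tris buffer was preincubated 30 min with compound, then given a substrate mix of 0.016 mM NADPH and 2 mM alpha-KG for 80 min at room temperature; remaining NADPH was read by diaphorase/resazurin fluorescence.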
Vif-APOBEC3G blk: Vif-A3G binding inhibition. HeLa A3G-eYFP + Vif (tagged APOBEC3G with the HIV-1 protein that degrades it), YFP fluorescence, overnight. Potency, µM (top dose mostly 46.1 µM), without a hit: at the highest dose activity, negative = active, hits mostly inhibitors. actives 0.076% (n = 410,000). AID 602310;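 note: potency is the fitted concentration of half-maximal effect; % is set by controls: 0 for no effect and ±100 for the full control effect; nearly all actives have a fitted effect of over 60% in size; hits raise eYFP signal because A3G escapes Vif-driven loss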
Target sequence (Q9HC16 whole entry, looked up): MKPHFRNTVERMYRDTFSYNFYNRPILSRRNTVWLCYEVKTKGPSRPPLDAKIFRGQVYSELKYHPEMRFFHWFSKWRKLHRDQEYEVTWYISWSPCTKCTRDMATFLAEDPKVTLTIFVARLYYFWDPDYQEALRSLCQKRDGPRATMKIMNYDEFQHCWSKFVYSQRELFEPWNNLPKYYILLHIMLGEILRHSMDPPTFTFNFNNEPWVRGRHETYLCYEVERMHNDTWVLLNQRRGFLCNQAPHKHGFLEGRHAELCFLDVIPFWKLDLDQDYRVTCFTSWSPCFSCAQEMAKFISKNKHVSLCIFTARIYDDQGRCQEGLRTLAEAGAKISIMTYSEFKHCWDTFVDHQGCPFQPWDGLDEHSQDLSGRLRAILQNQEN
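HeLa cells stably expressing Vif and C-terminally eYFP-tagged A3G, seeded overnight at 37 deg C, then exposed to compound by pintool overnight at 37 deg C. Rise in yellow fluorescence (Ex 488/Em 500-530, Acumen) marks blocked Vif-driven A3G degradation.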
PI4K2A block: blocks human PI4K2A kinase activity. actives 0.13% (n = 420,000). purified PI4K2A, ADP-Glo luminescence, 1 h; stronger effect = lower value. activity change, negative = inhibition, % at 76.9 µM. Q9BTU6; in the data active = activity change below about -50%; inconclusive = mostly about -30% to -49%;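 note: -100% = wells without enzyme as full effect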
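In this quantitative HTS, ADP production by PI4K2A was quantified luminescently after 1 h at ambient temperature; 100 microM adenosine served as plate-quality control.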
LDHA inh: inhibitors of human lactate dehydrogenase A. purified LDHA, NADH/diaphorase-resazurin fluorescence; stronger effect = lower value. activity change, % (values are at about 110 or 230 µM). actives 0.15% (n = 480,000). AID 1347041; in the data active = activity change below about -30%; inconclusive = mostly about -25% to -30%;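 note: plate controls were DMSO wells for no effect and wells without enzyme for full effect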
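Human LDH5 (2 nM) was incubated with 0.06 mM NADH and 0.2 mM pyruvate for 5 min at room temperature in Tris pH 7.4. Remaining NADH was coupled through diaphorase/resazurin, and resorufin fluorescence was read at 0 and 20 min.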
Glioma ERSR ind: ER stress response induction in glioma. U87-MG GRP78 promoter luciferase reporter, 16 h. Potency, µM, inactives show at the top dose activation, actives largely listed as activators. actives 0.02% (n = 420,000). AID 602332; note: potency is the fitted concentration of half-maximal effect; series mostly up to about 76 µM; % of control where 0% means no effect; nearly all actives have a fitted effect of over 35% in size
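Stably transfected U87-MG human glioma cells carrying a GRP78-based luminescent sensor were seeded at 1000 cells/well, pin-dosed with compounds and incubated 16 h. Luciferase reagent was then added, and end-point luminescence was read after 10 min at room temperature.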
RXFP1 ag: agonists of human relaxin receptor RXFP1; Potency, µM (titrated, usually from 57.5 µM), inactives show at the highest dose activation, most hits filed as activators; actives 0.3% (n = 370,000); HEK293T-RXFP1 cAMP TR-FRET, 30 min; response scale: percent of porcine relaxin response, buffer zero; AID 2676; note: potency is the fitted concentration of half-maximal effect; % is set by controls: 0 for no effect and ±100 for the full control effect; nearly all actives have a fitted effect of over 60% in size; many of its hits are not listed in these tables
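HEK293 cells stably expressing RXFP1, treated 30 min at 37C with compounds plus PDE4 inhibitor Ro 20174; cAMP measured by HTRF TR-FRET. Normalized to buffer and 29 nM porcine relaxin; EC50 by Hill fit.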
Numbers without * were called inactive; ? = inconclusive; / = not tested or not shown; & = joins results of further samples; [ ] = dose if it differs, or a comment. Unless noted, calls come from the whole dose curve; as a rule, active = well fitted curve in the direction sought with a large enough effect; inconclusive = small, poorly fitted or top-dose-only effect, or another doubt; inactive = no such curve, though single readings can be large; an effect the other way counts as inactive or inconclusive.

SMILES | Vif-APOBEC3F blk | USP1 inh | TrxR1 substrate | mIDH1 inhibitor | Vif-APOBEC3G blk | PI4K2A block | LDHA inh | Glioma ERSR ind | RXFP1 ag
CCc1cccc(NC(=O)c2ccc(Cn3nc(C)cc3C)o2)c1 | -3% | -3% | -11% | 4% | -12% | 0 | 1 | 3% | 1.2%
COCCNc1cc(-c2ccccc2)nc2cc(-c3cccc(F)c3)nn12 | 0% | -26% | 124%[activator] | 4% | -10% | 2 | -1 | -6% | 7.7%
COc1ccc(C(=O)N/N=C(\C)c2ccccn2)cc1OC | -8% | -12% | 11%[57.1 µM] | 8% | ? | -2 | 0 | -3% | -1.8%
O=C(CCCc1ccccc1)NCCS(=O)(=O)N1CCN(c2ccc(F)cc2)CC1 | 1% | 2% | -3% | -1% | 1% | 2 | -8 | -6% | -0.9%
COC(=O)Cc1ccc(NC(=S)N2CCN(C)CC2)cc1 | -2% | -2% | 1% | -7% | 0% | 1 | -9 | 1% | 2.3%
C=CCn1c(SCC(=O)N2CCOCC2)nc2c([nH]c3ccccc32)c1=O | 4% | -15% | -11% | 6% | 0% | 0 | -3 | -1% | 2.7%
C/C(=N\NC(=O)c1ccc(O)cc1)c1ccc(N2CCOCC2)cc1 | 15% | -16% | -5%[57.1 µM] | -2% | 0% | -2 | -6 | 2% | -4.5%
CCC1(C(=O)OC)CCc2c(cc(OC)c3ccccc23)C1=O (stereo not drawn) | 0% | -15% | 19% | -1% | -1% | -4 | 13 | -4% | 0.9%
CC(C)CC(=O)Nc1nnc(SCC(=O)NC2CCCC2)s1 | -3% | ? | / | 1% | 1% | -1 | -3 | -3% | /
O=C(N1CCC(n2nc(-c3ccccc3)oc2=O)CC1)C1(c2ccccc2)CC1 | -12% | -12% | 3% | 9% | -5% | 3 | -3 | -5% | -4.4%
CCCn1cc(S(=O)(=O)c2ccc(CC)cc2)c(=O)c2cc(F)c(N(CC)CC)cc21 | -6% | ? | 43%[activator] | 14% | 0% | 0 | 2 | -3% | 1.2%
CCOc1ccc(Nc2nc3c(S(=O)(=O)c4cccc(Cl)c4)nnn3c3ccsc23)cc1 | -11% | -6% | 18% | 11% | 0% | -3 | 3 | -2% | 0.6%
COc1ccc(S(=O)(=O)Nc2ccc3c(c2)C(=O)N([C@H](C)CO)C[C@H](C)[C@@H](CN(C)S(=O)(=O)c2c(C)noc2C)O3)cc1 | 2% | -16% | 0% | 1% | 2% | 0 | 0 | -2% | /
O=S(=O)(NC1CCN(Cc2ccccc2)CC1)c1ccc(F)c(F)c1 | -14% | ? | / | 4% | -1% | -1 | -4 | -3% | /
Cc1c(C(=O)N2CCN(c3ncccn3)CC2)oc2ccc(Cl)cc12 | -8% | -9% | -3% | -14% | 0% | -4 | -11 | 0% | -2.5%
O=C(c1ccco1)c1cn(CCOc2ccc(Cl)cc2)c2ccccc12 | -8% | -20% | 4% | -14% | -1% | 0 | 4 | -5% | 0.5%
CCN(CC)C(=O)c1csc(COCCO)n1 | / | / | / | / | 3% | -2 | -1 | -3% | /
Cc1c(Cl)cccc1NC(=S)NN1CCOCC1 | -4% | -15% | 10%[57.1 µM] | 5% | -1% | 9 | -5 | 4% | 1.1%
COc1ccc(C)c(Cn2c(-c3nonc3N)nc3ccccc32)c1 | -13% | -12% | -3% | 4% | ? | 0 | 2 | -6% | 5.1%
Cc1ccc(NC(=O)C2CCN(S(=O)(=O)c3ccc4[nH]c(=O)oc4c3)CC2)cc1F | -2% | -25% | -2% | 8% | -4% | -2 | -1 | 7% | -1.4%
C[N+](C)(C)CCCNC(=O)c1ccc(/C=N/O)nc1 | -9% | -20% | 6% | 9% | -5% | 8 | -9 | -2% | -0.4%
CCOc1ncccc1C(=O)OCc1c(F)cccc1Cl | 7% | -23% | 5%[57.1 µM] | 7% | 1% | 1 | -6 | -6% | -2.6%
O=C(O)c1cccc(N/N=C/C2=C(Cl)c3cc(Cl)ccc3SC2)c1 | -13% | -27% | -5% | -3% | -16% | 2 | -7 | -9% | 1.1%
CCOC(=O)c1sc(=N)n(-c2ccc(OC)cc2)c1C | -5% | -2% | -9% | 0% | -6% | -6 | 2 | 1% | 4.3%
COc1cccc2c1C(=O)c1c(O)c3c(c(O)c1C2=O)CC(O)(C(C)=O)CC3OC1CC(O)C(O)C(C)O1 (stereo not drawn) | ? | 25µM* | 9%[57.1 µM] | -5% | -7% | -10 | 29 | ? | /
CC1(C2CC(=O)c3c(O)ccc(O)c3C2)OCCO1 (stereo not drawn) | -25% | -9% | / | 19% | -4% | 1 | 9 | -4% | /
O=C(Nc1nccs1)c1ccc(-c2ccc(Cl)cc2Cl)o1 | -17% | 0% | 3%[57.1 µM] | 1% | 0% | 1 | 9&-8 | -1% | 2.5%
Cc1c(C(=O)NCc2ccccc2Cl)sc2nc3n(c(=O)c12)CCC3 | -1% | ? | -4% | 0% | -2% | -10 | -15 | 1% | -2.0%
CCCS(=O)(=O)c1nc(S(=O)(=O)c2ccc(C)cc2)c(NC(C)c2ccccc2)s1 (stereo not drawn) | / | -33% | 3% | / | / | 3 | -6 | / | -2.9%
O=S(=O)(Nc1ccc(-c2ccc(N3CCOCC3)nn2)cc1)c1ccc(Cl)c(Cl)c1 | 2% | -7% | -7%[57.1 µM] | -1% | 1% | 3 | -1 | -5% | -2.5%
COc1ccc(-n2c(SCC(=O)NCc3ccco3)nc3sc4c(c3c2=O)CCN(C)C4)cc1 | -2% | -22% | -17% | 0% | 1% | -17 | -17 | 1% | 4.9%
Cn1c(C(=O)NCCCN2CCOCC2)cc2c(=O)n(C)c3ccccc3c21 | 2% | -7% | 18%[57.1 µM] | 8% | 3% | 2 | 0 | -2% | 0.6%
COc1ccc(C)cc1Nc1cc(C)nc2ncnn12 | -1% | 3% | -9% | -9% | 3% | -2 | 2 | 2% | 3.4%
Cc1cccc(CN2CCN(C(=O)c3cccc4ccccc34)CC2)c1 | 1% | -20% | -3%[57.1 µM] | 3% | -1% | 0 | -10 | -3% | -4.5%
Cc1ccc(S(=O)(=O)N2[C@@H](c3ccc(Br)cc3)C(C(=O)O)=CC[C@H]2c2cccs2)cc1 | -2% | -18% | -2% | -22% | -3% | -2 | 1 | 2% | /
COc1cccc(NC(=O)CC(C)=O)c1 | 7% | 3% | -5% | 1% | 0% | 4 | -5 | -3% | -0.7%
Cc1nn(C)c(Sc2ccccc2N)c1[N+](=O)[O-] | 2% | -20% | 1% | 1% | -5% | -11 | -2 | 0% | 0.3%
COc1ccc(/C=N/NC(=S)NC2CCS(=O)(=O)C2)cc1OC (stereo not drawn) | -3% | -1% | -6% | -2% | 0% | 0 | -9 | -2% | -1.7%
CCOP(=O)(c1ccccc1)C1(O)CCCCC1 (stereo not drawn) | 4% | -6% | 2%[57.1 µM] | 8% | 2% | -5 | -14 | -7% | 0.8%
COc1ccc(C(=S)NCS(=O)(=O)c2ccc(C)cc2)cc1 | 0% | -3% | -3% | 4% | -2% | 38 | -1 | -3% | -1.7%
CC1=C(C(=O)Nc2cc(C(=O)N3CCN(c4cccc(C)c4)C(C)C3)ccc2C)SCCO1 (stereo not drawn) | 1% | -17% | -4% | 2% | 2% | 0 | 2 | -2% | -6.7%
Cc1ccc(C(=O)Nc2cccc(O)c2)cc1S(=O)(=O)N1CCCCCC1 | 3%&-14% | -16%&-18% | -2%&-4% | -5%&-13% | -5%&-8% | -21&-10 | -8&-8 | 3%&3% | -1.2%&-0.8%

Filtered by structure: the compounds so far with fluorine.
SMILES | Vif-APOBEC3F blk | USP1 inh | TrxR1 substrate | mIDH1 inhibitor | Vif-APOBEC3G blk | PI4K2A block | LDHA inh | Glioma ERSR ind | RXFP1 ag
COCCNc1cc(-c2ccccc2)nc2cc(-c3cccc(F)c3)nn12 | 0% | -26% | 124%[activator] | 4% | -10% | 2 | -1 | -6% | 7.7%
O=C(CCCc1ccccc1)NCCS(=O)(=O)N1CCN(c2ccc(F)cc2)CC1 | 1% | 2% | -3% | -1% | 1% | 2 | -8 | -6% | -0.9%
CCCn1cc(S(=O)(=O)c2ccc(CC)cc2)c(=O)c2cc(F)c(N(CC)CC)cc21 | -6% | ? | 43%[activator] | 14% | 0% | 0 | 2 | -3% | 1.2%
O=S(=O)(NC1CCN(Cc2ccccc2)CC1)c1ccc(F)c(F)c1 | -14% | ? | / | 4% | -1% | -1 | -4 | -3% | /
Cc1ccc(NC(=O)C2CCN(S(=O)(=O)c3ccc4[nH]c(=O)oc4c3)CC2)cc1F | -2% | -25% | -2% | 8% | -4% | -2 | -1 | 7% | -1.4%
CCOc1ncccc1C(=O)OCc1c(F)cccc1Cl | 7% | -23% | 5%[57.1 µM] | 7% | 1% | 1 | -6 | -6% | -2.6%

An excerpt; count on the stated rates, not on these rows.
